# TRPC6 inh: mouse TRPC6 channel inhibition; Q61143; HEK293-TRPC6, membrane potential dye, ACh-evoked depolarization; stronger effect = lower value; B-score at 10 µM; AID 2553; 310,000 tested, 1.1% active;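 active means B-score under library mean minus 3 SD, initial fluorescence not abnormally high, positive integrated signal ratio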;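 further: B-score derived from integrated fluorescence ratio over the kinetic read; more negative B-score means stronger inhibition of depolarization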
# Target sequence (Q61143 whole entry, looked up): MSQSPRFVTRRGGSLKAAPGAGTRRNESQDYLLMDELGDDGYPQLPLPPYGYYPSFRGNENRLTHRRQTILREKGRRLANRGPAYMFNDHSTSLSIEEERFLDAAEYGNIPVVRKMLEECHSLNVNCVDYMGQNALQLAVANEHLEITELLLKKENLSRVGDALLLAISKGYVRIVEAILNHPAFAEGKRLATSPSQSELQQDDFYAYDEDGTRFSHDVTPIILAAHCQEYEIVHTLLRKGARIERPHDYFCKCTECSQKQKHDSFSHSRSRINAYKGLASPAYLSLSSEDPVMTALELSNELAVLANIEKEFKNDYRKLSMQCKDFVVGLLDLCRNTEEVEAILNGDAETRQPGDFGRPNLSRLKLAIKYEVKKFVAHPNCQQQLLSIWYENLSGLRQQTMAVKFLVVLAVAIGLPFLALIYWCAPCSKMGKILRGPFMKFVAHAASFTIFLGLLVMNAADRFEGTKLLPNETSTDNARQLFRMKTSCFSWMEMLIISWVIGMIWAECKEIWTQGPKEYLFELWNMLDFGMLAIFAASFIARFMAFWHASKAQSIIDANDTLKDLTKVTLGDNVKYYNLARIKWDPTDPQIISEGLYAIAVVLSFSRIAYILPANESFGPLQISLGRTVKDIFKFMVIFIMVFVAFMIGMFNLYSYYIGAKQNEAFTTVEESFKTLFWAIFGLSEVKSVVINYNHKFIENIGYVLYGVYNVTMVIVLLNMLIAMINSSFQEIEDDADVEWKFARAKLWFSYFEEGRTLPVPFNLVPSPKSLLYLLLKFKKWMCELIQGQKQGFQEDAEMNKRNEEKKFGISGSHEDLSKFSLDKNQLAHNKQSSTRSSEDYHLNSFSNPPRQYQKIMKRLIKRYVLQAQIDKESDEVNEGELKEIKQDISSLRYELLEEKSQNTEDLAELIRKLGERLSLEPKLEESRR
# MrgX1 antag: human MrgX1 receptor antagonism, primary screen; Q96LB2; MRGX1-HEK293 calcium flux, Fluo-4, BAM8-22 antagonism; stronger effect = lower value; B-score at 10 µM; 310,000 tested, 1.3% active; AID 588676;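 active means calcium-response B-score plate-corrected more than 3 library SD below zero, starting fluorescence within 5 deviations, no agonist response on first addition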;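 further: peak minus trough fluorescence over baseline after final BAM8-22 challenge near maximal dose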
# HIF act: HIF pathway transcriptional activation | U2OS HRE-luciferase reporter, luminescence; normalized: DMSO 0%, desferrioxamine 100% | activation, % at 7.5 µM (by protocol) | 300,000 tested, 0.32% active;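 active means mean activation of at least 10% of the iron chelator positive control signal, with at least half of replicates also reaching 10%; inconclusive means mean and replicate majority disagree about reaching 10%; inactive means mean and most replicates under 10%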
# TRPC4 block: inhibitors of mouse TRPC4 channel. Q9QUQ5. HEK293 TRPC4beta/mu-opioid, DAMGO-evoked Fluo4 calcium flux; stronger effect = lower value. B-score at 10 µM. 300,000 tested, 0.39% active;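 active means B-score over 3 SD under the library average, no early fluorescence shift, positive overall ratio signal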
#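 Material: HEK293 cells with stable TRPC4beta plus mu-opioid receptor expression; probe or stimulus: DAMGO in two steps, submaximal then maximal; technique: Fluo4 calcium fluorescence by kinetic imaging, 5 s 1 Hz baseline; measure: integrated fluorescence ratio relative to baseline, converted to per-well B score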
# RGS4 inh: inhibitors of human RGS4 | 310,000 tested, 0.45% active | HEK293 M3R/RGS4 inducible, Fluo-4 calcium flux; stronger effect = higher value; triggered by carbachol at its EC20 | P49798 | B-score at 10 µM | AID 463165;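 active means B-score, a plate-corrected calcium signal, over three deviations above library mean, with baseline fluorescence within five deviations of library mean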;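 further: RGS4 expression induced by doxycycline in cells with stable M3 receptor; B-score is computed from the integrated fluorescence ratio over baseline after carbachol; higher B-score means a larger calcium signal and so more RGS4 inhibition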
# Target sequence (P49798 whole entry, looked up): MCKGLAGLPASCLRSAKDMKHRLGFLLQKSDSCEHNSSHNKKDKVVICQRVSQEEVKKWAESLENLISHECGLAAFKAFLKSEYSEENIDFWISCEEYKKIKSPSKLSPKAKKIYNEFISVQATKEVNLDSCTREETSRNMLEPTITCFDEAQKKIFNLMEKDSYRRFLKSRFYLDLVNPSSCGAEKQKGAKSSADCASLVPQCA
# MrgX1 allo act: human MrgX1 positive allosteric modulation, primary screen. MrgX1-HEK293, Fluo-4 calcium flux, FDSS; stronger effect = higher value. B-score at 10 µM. 310,000 tested, 0.63% active. AID 588675;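 active means plate-corrected calcium response at least 3 library SD above typical, normal starting fluorescence, not activating the receptor alone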;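 further: compound read alongside a low EC10 to EC30 dose of BAM8-22 agonist; peak minus trough fluorescence over baseline measured at the second addition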
# Platelet DG rel: modulates dense granule release in human platelets. human platelet-rich plasma, SFLLRN dense granule ATP release, luminescence. inhibition, %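 (compounds screened at 7.5 µM in platelet-rich plasma)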. 300,000 tested, 0.22% active. AID 1663;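 active means mean replicate score, as percent of positive control, at or above 50; inconclusive means mean below 50 but at least one replicate at or above 50; inactive means mean and every replicate below 50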
# TRPC6 activator: activators of mouse TRPC6 channel; AID 2550; 310,000 tested, 0.13% active; HEK293-TRPC6 membrane potential dye fluorescence; stronger effect = higher value; Q61143; B-score at 10 µM;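 active means B-score of the integrated fluorescence ratio above library mean plus 3 SD, and starting fluorescence ratio within library mean plus 5 SD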;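 further: higher score means more depolarization so channel activation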
# MrgX1 ag: agonists of human MrgX1 receptor | MrgX1-HEK293 cells, Fluo-4 calcium fluorescence, agonist mode; stronger effect = higher value | B-score at 10 µM | 310,000 tested, 0.44% active | AID 588627;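 active means calcium response B-score plate-corrected fluorescence ratio at least 3 library SD, with starting fluorescence B-score inside 5 SD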
#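 Material: MrgX1-expressing HEK293 cells; input: 15,000 cells per well; doses: test compound given as first of three sequential additions; schedule: overnight plating before 1 h dye loading; technique: Fluo-4 NW calcium-flux fluorescence, kinetic read; evaluation: baseline-normalised fluorescence change ratio, B-scored; control set: plate-wise positive and negative controls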
# RGS4 pot: potentiators or activators of RGS4; HEK293 M3R/inducible RGS4, carbachol calcium flux Fluo4; stronger effect = lower value; B-score at 10 µM; 310,000 tested, 0.92% active; AID 463111;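 active means B-score of the integrated calcium signal more than 4 SD below the library mean, with starting fluorescence not abnormally high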;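 further: negative B-score means reduced calcium response which marks RGS4 activation or potentiation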
#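 System: HEK293 FlpIn-TREx cells, stable M3R, doxycycline-inducible RGS4. Timing: overnight RGS4 induction, 30 min dye load 37 °C, 20 min compound RT. Also added: carbachol, ECmax concentration. Measured by: Fluo4 fluorescence kinetic imaging of calcium. Evaluation: integrated calcium ratio converted to B score.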
# SKKanGAS inh: blocks kanamycin growth of S. pyogenes SKKanGAS strain; BacTiter-Glo, 6 h; inhibition, % at 7.5 µM; 300,000 tested, 1.3% active;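 active means mean replicate score, as percent of positive control median, at least 50; inconclusive means mean below 50 but one replicate at or above 50; inactive means mean and every replicate below 50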;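 further: strain carries kanamycin resistance gene driven by streptokinase promoter and grows in 40 µg/ml kanamycin; loss of luminescence reflects streptokinase promoter inhibition or plain growth inhibition; 0% = median of DMSO wells and 100% = positive control at its reference dose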
# * hit, by the source's call; i = inactive; ? = inconclusive; · = no result given. Rows were taken by chance; about 6.1% have a hit in one of these screens.
SMILES	SKKanGAS inh	HIF act	MrgX1 ag	MrgX1 allo act	Platelet DG rel	TRPC4 block	MrgX1 antag	RGS4 inh	RGS4 pot	TRPC6 inh	TRPC6 activator
CCN(C(=O)c1cccc(Br)c1)C1CCS(=O)(=O)C1 (centres undefined)	1	-18	i	i	3	i	i	i	i	i	i
CCN(C(=O)COC(=O)/C=C/c1ccc(O)c(OC)c1)C1CCS(=O)(=O)C1 (centres undefined)	-7	-0.6	i	i	-17	i	i	i	i	i	i
O=C(Nc1ccc(C(=O)O)cc1)/C(=C\c1ccc(F)cc1)NC(=O)c1ccco1	-1	-0.1	i	i	-2	i	i	i	i	i	i
CCN(CC)CCOC(=O)C12CC3CC(CC(C3)C1)C2	0	-0.5	i	i	1	i	i	i	i	i	i
Cc1cccc(OCCn2c(=O)n(C)c3ccccc32)c1	1	4.6	i	i	10	i	i	i	i	i	i
COC(=O)c1ccccc1NC(=O)CSc1nnc(-c2ccoc2C)n1C	-2	1.9	i	i	3	i	i	i	i	i	i
CCc1cc(C(=O)N2CCCC(N3CCN(c4cccc(C(F)(F)F)c4)CC3)C2)n(C)n1 (centres undefined)	1	-0.4	i	i	5	i	i	i	i	i	i
CS(=O)(=O)N(CC(=O)NCc1ccc2c(c1)OCO2)c1ccccc1	1	-0.2	i	i	11	i	i	i	i	i	i
Cc1cc(=O)oc2c3c(cc(OCC(=O)NCc4ccncc4)c12)OC(C)(C)CC3	3	-0.6	i	i	5	i	-4.9*	i	i	i	i
Cc1ccc(-c2nc3ncccc3o2)cc1NC(=O)c1sc2ccccc2c1Cl	-2	0.2	i	i	-2	i	i	i	i	i	i
CCc1nnc(N2C(=O)c3ccccc3C2(O)c2ccccc2)s1 (centres undefined)	-8	-0.4	i	i	-4	i	i	i	i	i	i
CCCCc1ccc(NC(=O)OC)cc1	-3	0.4	i	i	0	i	i	i	i	i	i
CCNCCNc1ccc(Cl)cc1[N+](=O)[O-]	1	-0.5	i	i	-2	i	i	i	i	i	i
COc1ccccc1N1CCN(C2CCCN(C(=O)c3ccoc3C)C2)CC1 (centres undefined)	0	0.6	i	i	7	i	i	i	i	i	i
NC(=O)C1CCN(C(=O)c2ccc3nc(N4CCCCC4)sc3c2)CC1	-13	2.4	i	i	10	i	i	i	i	i	i
CCOC(=O)c1c(N)c2cc([N+](=O)[O-])cnc2n1C	39	-0.1	i	i	-3	i	i	i	i	i	i
CCN(CC)S(=O)(=O)c1cccc(C(=O)Nc2cccc(C)c2)c1	-4	2.6	i	i	1	i	i	i	i	-5.1*	i
Cc1ccc(-n2cnnn2)c2cccnc12	11	-0.1	i	i	10	i	i	i	i	i	i
CC(=O)c1cccc(NC(=O)CSc2nc(N3CCOCC3)nc(N3CCOCC3)n2)c1	0	0.9	i	i	9	i	i	i	i	i	i
Cc1ccc(C)c(COC(=O)CCN=C2NS(=O)(=O)c3ccccc32)c1	-9	0.1	i	i	3	i	i	i	i	i	i
O=C(N/N=C/c1c[nH]c2ccccc12)c1ccccc1Cl	-4	0.8	i	i	2	i	i	i	i	i	i
CCOC(=O)N1CCN(c2c(N3CCN(C(=O)OCC)CC3)c(=O)c2=O)CC1	3	0.4	i	i	-2	i	i	i	i	i	i
O=C(Cn1ccc2ccccc2c1=O)NCCC(=O)N1CCN(c2cccc(C(F)(F)F)c2)CC1	-8	-0.6	i	i	-1	i	i	i	i	i	i
CC(C)CN(CC(C)C)C(=O)CC(=O)NC(=O)c1ccc(Cl)cc1	2	-0.6	i	i	10	i	i	i	i	i	i
O=C(Nc1ccccn1)c1ccc([N+](=O)[O-])o1	-2	0.8	i	i	2	i	i	i	i	i	i
Cc1c(Cc2ccccc2)c(=O)oc2cc(OCC(N)=O)ccc12	4	0.2	i	i	3	i	i	i	i	i	i
CCc1nc(SCC(=O)NCc2ccccc2)c2c(=O)n(C)c(=O)n(C)c2n1	0	-0.3	i	i	-2	i	i	i	i	i	i
COc1cc([N+](=O)[O-])ccc1NC(=O)c1cccc(NC(=O)C(C)C)c1	1	-0.1	i	i	-2	i	i	i	i	i	i
COc1ccc(Cn2nnnc2CN2CCCCCC2)cc1	-5	-0.6	i	i	0	i	i	i	i	i	i
N#CCN1C(=O)C2CCCN2c2ccc(S(=O)(=O)N3CCOCC3)cc21 (centres undefined)	3	-0.2	i	i	5	i	i	i	i	i	i
COc1ccc(-c2nn3c(-c4ccc(F)cc4)nnc3s2)cc1	0	0.1	i	i	-5	i	i	i	i	i	i
COC(=O)c1cc(NC(=O)C2CC2)cc(C(=O)OC)c1	-1	-0.2	i	i	-3	i	i	i	i	i	i
Cc1noc(C)c1C(=O)Nc1ccc2ccccc2c1	?	0.2	i	i	9	i	i	i	i	i	i
COc1ccc(NC(=O)CCNC(=O)N2CC(=O)Nc3ccccc32)c(OC)c1	2	0.5	i	i	-6	i	i	i	i	i	i
Cc1cccc(N/C=C(\[N+](=O)[O-])S(=O)(=O)c2ccccc2)c1C	-7	-0.1	i	i	-1	i	i	i	i	i	i
COc1ccccc1NS(=O)(=O)c1cccc(C(=O)OCC(=O)Nc2cc(C)on2)c1	-2	-0.3	i	i	10	i	i	i	i	i	i
O=C(NCc1cccnc1)C1CCCN(Cc2cnn(-c3ccccc3)c2-n2cccc2)C1 (centres undefined)	-1	-0.2	i	i	-5	i	i	i	i	i	i
Cc1cc2c(=O)n(CC(=O)NCC(=O)N3CCN(Cc4ccccc4)CC3)cnc2s1	-2	0.2	i	i	-3	i	i	i	i	i	i
O=C(COC(=O)c1ccccc1Br)NCCC1=CCCCC1	5	1.8	i	i	-3	i	i	i	i	i	i
COc1ccc(-c2cc(=O)[nH][nH]2)cc1	3	-0.1	i	i	2	i	i	i	i	i	i
COc1ccc(NC(=O)N2CCCC2C(=O)NC2CCCC2)cc1 (centres undefined)	-2	0.6	i	i	5	i	i	i	i	i	i
Cc1cc(=O)[nH]c2cc(O)ccc12	-6	-0.1	i	i	-7	i	i	i	i	i	i
CSc1cccc(NC(=O)c2ccc(NC3=NC4CS(=O)(=O)CC4S3)cc2)c1 (centres undefined)	3	-0.3	i	i	-10	i	i	i	i	i	i
COc1ccc(C(=O)COC(=O)c2c(-c3ccccc3)noc2C)c(OC)c1	-1	-0.1	i	i	-12	i	i	i	i	i	i
Cc1cc(-c2ccccc2)cc(-c2ccccc2)[n+]1C	·	·	i	i	·	i	i	i	i	i	i
COc1cc(C(=O)OCC(=O)NCc2ccc(F)cc2)ccc1OCC(C)C	-17	1.0	i	i	-10	i	i	i	i	i	i
COCCNc1ccc(-c2nn(C)c(=O)c3ccccc23)cc1[N+](=O)[O-]	0	-0.4	i	i	-3	i	i	i	i	i	i
Cc1cccc(-n2ccnc2CN2CCN(C(C)C)C(CCO)C2)c1 (centres undefined)	37	0.6	i	i	4	i	i	i	i	i	i
CN(CCC#N)C(=O)c1cc2c(Cl)nc3ccccc3c2s1	-3	-0.8	i	i	6	i	i	i	i	i	i
Cc1cccc(C(=O)N2CCN(S(=O)(=O)N3CCCCCC3)CC2)c1	4	-0.4	i	i	-8	i	i	i	i	i	i
Nc1nc(NS(=O)(=O)c2ccc(Cl)cc2)nn1-c1ccccc1	-6	0.4	i	i	4	i	i	i	i	i	i
O=C(Nc1ccon1)c1cccc(S(=O)(=O)N2CCCCCC2)c1	2	0.2	i	i	-3	i	i	i	i	i	i
O=C1c2ccccc2C(=O)N1CCSc1ncn[nH]1	2	2.8	i	i	1	i	i	i	i	i	i
O=C(c1ccc(OC2CCN(Cc3ccccn3)CC2)cc1)N1CCCCO1	-1	0.1	i	i	0	i	i	i	i	i	i
CC(C)CC(=O)NC(Nc1ccc([N+](=O)[O-])cc1)C(Cl)(Cl)Cl (centres undefined)	9	0.0	i	i	-8	i	i	i	i	i	i
Cc1cc(C2(c3cc(C)c(NC(=O)CN4CCOCC4)c(C)c3)CCCCC2)cc(C)c1NC(=O)CN1CCOCC1	0	-0.1	i	i	3	i	i	i	i	i	i
Nc1c(C(=O)N2CCCCC2)sc2nc3c(cc12)CCCC3	0	3.4	i	i	-2	i	i	i	i	i	i
CCN1CCCC1Cn1cnc2c([nH]c3ccc(OC)cc32)c1=O (centres undefined)	3	-0.1	i	i	5	i	i	i	i	i	i
COc1ccc(NC(=O)CN(C)S(=O)(=O)c2ccccc2)cc1OC	1	-0.3	i	i	-5	i	i	i	i	i	i
COc1cc(NC(=O)COC(=O)c2cc(S(=O)(=O)N3CCCCC3)ccc2Cl)c(C)cc1[N+](=O)[O-]	11	-0.2	i	i	18	i	i	i	i	i	i

# (cont.)
SMILES	SKKanGAS inh	HIF act	MrgX1 ag	MrgX1 allo act	Platelet DG rel	TRPC4 block	MrgX1 antag	RGS4 inh	RGS4 pot	TRPC6 inh	TRPC6 activator
CCS(=O)(=O)N1CCN(C(=O)CC(C)C)CC1	-3	0.5	i	i	12	i	i	i	i	i	i
COc1ccc(-c2cc3cc(C(=O)O)ccn3c2C(=O)c2ccccc2)cc1	18	-0.5	i	i	6	i	i	i	i	i	i
CCc1ccc(NC(=O)CC2C(=O)N(c3ccc(C)cc3)C(=O)N2CCc2ccncc2)cc1 (centres undefined)	-7	0.1	i	i	-13	i	i	i	i	i	i
Cc1ccc2cc(COC(=O)c3ccco3)c(=O)[nH]c2c1	-4	-0.1	i	i	6	i	i	i	i	i	i
CCCS(=O)(=O)N1CCCC(C(=O)NCCc2ccc(OC)c(OC)c2)C1 (centres undefined)	-16	-0.2	i	i	-1	i	i	i	i	i	i
CC(NC(=O)COC(=O)CCc1nc2ccccc2c(=O)[nH]1)c1ccccc1 (centres undefined)	-2	0.0	i	i	1	i	i	i	i	i	i
O=C(c1ccc(-c2ccccc2)c(F)c1)C1CCCN(CCCn2cccn2)C1 (centres undefined)	11	0.0	i	i	-4	i	i	i	i	i	i
NNC(=O)CNC(c1ccccc1)c1cc(Br)ccc1NC(=O)c1ccccc1Br (centres undefined)	23	-0.1	i	i	-2	i	i	i	i	i	i
